Screens from PubChem.
Fam108B inh = counter-screen for RBBP9 inhibitors: inhibitors of mouse Fam108B | recombinant Fam108B, FP-Rh probe fluorescence polarization | inhibition, % at 9.51 µM | 0.33% of 300,000 active | AID 1947;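 active = inhibition above the screen mean inhibition plus 3 SD, computed separately per campaign, cut at about 18% in these data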;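 note: inhibitors lower polarization as less probe binds the enzyme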
GLD-1 RNA inh = GLD-1-TGE RNA interaction inhibition (C. elegans); AID 2280; 0.44% of 320,000 active; purified GLD-1 + fluorescein TGE RNA, fluorescence polarization; inhibition, % at 5.96 µM; Q17339;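 active = percent inhibition above a per-plate cutoff, the plate mean of test compounds plus 3 SD, cut at about 30% in these data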;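 note: 0% = DMSO wells with GLD-1 and probe and 100% = wells lacking GLD-1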
Bcl-xL primary = inhibitors of human Bcl-xL. 0.7% of 320,000 active. GST-Bcl-xL / FITC-Bim BH3 peptide fluorescence polarization. Q07817. inhibition, % at 10.9 µM;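 active = inhibition above the mean of all tested compounds plus 3 SD, cutoff set per campaign, cut at about 30% in these data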;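 note: 0% = DMSO wells and 100% = unlabeled Bim-BH3 peptide competitor; inhibitors lower millipolarization by displacing the labeled peptide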
MEX-5 binding = C. elegans MEX-5 TCR-2 RNA binding activity. Q9XUB2. MEX-5/FITC-TCR2 RNA binding, fluorescence polarization; stronger effect = lower value. activity score (negative = inhibition of binding), % at 10 µM. 0.38% of 300,000 active;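 active = inhibition past about -25% in most replicates, and total fluorescence under double the plate's negative control median, limit read from the data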;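 note: 0% = DMSO and -100% = 5 µM competing unlabeled TCR2 RNA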
Target sequence (Q9XUB2 whole entry, looked up): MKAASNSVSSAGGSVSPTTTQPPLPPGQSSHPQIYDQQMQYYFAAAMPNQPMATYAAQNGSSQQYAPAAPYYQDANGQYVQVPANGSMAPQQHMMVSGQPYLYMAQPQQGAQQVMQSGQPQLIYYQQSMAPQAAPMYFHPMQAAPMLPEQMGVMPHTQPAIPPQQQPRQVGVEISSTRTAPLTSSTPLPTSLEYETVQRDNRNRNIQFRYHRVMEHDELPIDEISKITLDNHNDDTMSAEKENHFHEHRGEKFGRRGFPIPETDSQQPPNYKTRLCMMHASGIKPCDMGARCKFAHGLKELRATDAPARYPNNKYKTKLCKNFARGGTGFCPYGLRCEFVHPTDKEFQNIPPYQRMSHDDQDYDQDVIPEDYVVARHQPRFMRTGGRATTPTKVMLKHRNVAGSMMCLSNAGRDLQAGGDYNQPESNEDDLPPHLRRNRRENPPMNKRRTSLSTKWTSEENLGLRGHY
TPT1 inhibitor = inhibitors of Candida albicans tRNA 2'-phosphotransferase TPT1; 0.81% of 300,000 active; inhibition, % at 5 µM; AID 1962; recombinant caTPT1, FP RNA substrate dephosphorylation;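 active = inhibition above the mean of all tested compounds plus 3 SD, set per screening campaign, cut at about 24% in these data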;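 note: plate controls were DMSO alone for no effect and ferristatin control at 100 nM for full effect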
PAD4 FP inh = PAD4 (human) enzyme inhibition. recombinant PAD4, RCA probe fluorescence polarization. inhibition, % at 6.36 µM. Q9UM07. 0.41% of 330,000 active;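 active = percent inhibition above a cutoff equal to the mean of all tested compounds plus 3 SD, cut at about 15% in these data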;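 note: 0% = PAD4 with RCA probe and DMSO and 100% = probe without PAD4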
MCL1-BIM inh = MCL1-BIM-BH3 interaction inhibition (human); 0.68% of 320,000 active; inhibition, % at 10.9 µM; Q07820; AID 2057; GST-MCL1 / FITC-Bim-BH3 fluorescence polarization;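 active = inhibition above the mean inhibition of all tested compounds plus 3 SD, set per campaign, cut at about 40% in these data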;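 note: 0% = DMSO wells and 100% = unlabeled Bim-BH3 peptide control; higher means more loss of mP so more displacement of Bim peptide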
PME-1 primary = PME-1 (human) inhibition. recombinant PME-1, FP-Rh probe fluorescence polarization. inhibition, % at 5.9 µM. 0.53% of 320,000 active;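 active = inhibition above the campaign mean of all compounds plus 3 SD, cut at about 26% in these data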;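 note: competitive labeling of PME-1 active site by serine hydrolase directed probe; 0% = PME-1 with DMSO and 100% = wells lacking PME-1 enzyme; inhibitors block probe labeling so polarization falls and inhibition rises; many of its hits are not listed in these tables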
GSTO1 counter = GSTO1 inhibition, counter-screen for RBBP9 inhibitors. inhibition, % at 5.96 µM. recombinant GSTO1, activity-based probe fluorescence polarization. P78417. 1.1% of 300,000 active;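 active = inhibition above the campaign mean inhibition plus 3 SD, cut at about 35% in these data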;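 note: 0% = GSTO1-1 with DMSO and 100% = wells lacking GSTO1-1 enzyme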
Target sequence (P78417 whole entry, looked up): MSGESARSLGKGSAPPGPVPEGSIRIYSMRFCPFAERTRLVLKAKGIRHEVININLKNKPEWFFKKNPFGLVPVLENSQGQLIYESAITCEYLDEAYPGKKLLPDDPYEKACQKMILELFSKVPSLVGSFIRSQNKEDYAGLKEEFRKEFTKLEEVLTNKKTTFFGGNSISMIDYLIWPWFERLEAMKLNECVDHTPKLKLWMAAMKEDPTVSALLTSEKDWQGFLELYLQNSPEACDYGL
Starred values were filed as active, the others as inactive; x = no result given.

Value order – Fam108B inh	GLD-1 RNA inh	Bcl-xL primary	MEX-5 binding	TPT1 inhibitor	PAD4 FP inh	MCL1-BIM inh	PME-1 primary	GSTO1 counter
- Cc1cccc(NC(=S)NC(C)C(c2cccs2)N2CCN(C)CC2)c1C (configuration not stated)
 : 2	7	-2	-1.8	0	1	0	0	3
- CCNc1nc(NCC)nc(OCCOC(C)=O)n1
 : 0	0	-3	-3.0	0	1	-6	3	13
- CC(C)(C)Cc1nnc(NC(=O)c2cc(-c3ccccc3)nc3ccccc23)s1
 : -4	2	7	-0.8	-4	-2	3	-4	-26
- Cc1cc2ncc(-c3ccc(Cl)cc3)c(N)n2n1
 : 0	4	0	-0.3	-3	0	-5	-5	-4
- CCC(C(=O)OCC(=O)Nc1ccc2[nH]c(=O)[nH]c2c1)c1ccccc1 (configuration not stated)
 : -1	3	-6	-1.3	0	-4	-3	1	-1
- O=C(Cc1cccs1)N1CCC(c2nc3c(nnn3Cc3ccc(F)cc3)c(=O)[nH]2)CC1
 : 3	4	-2	x	0	-2	-3	20	7
- O=C1CCNc2c(Cl)cc(Cl)cc21
 : 3	24	32*	-4.8	-9	0	29	-5	2
- CCOC(=O)c1c(C)[nH]c(C)c1S(=O)(=O)N(C)CC(=O)Nc1ccccc1
 : -4	-3	13	2.9	1	-1	9	10	2
- CCS(=O)(=O)Nc1cccc(C2=NN(S(=O)(=O)c3ccccc3)C(c3cccs3)C2)c1 (configuration not stated)
 : -2	8	4	2.3	-2	-5	5	13	-3
- COc1ccc(CCn2c(=N)c(C(=O)N3CCN(C)CC3)cc3c(=O)n4ccccc4nc32)cc1
 : 0	-52	10	-0.4	8	-1	17	2	-3
- CC(C)(C)c1cc(C(=O)NNc2cc(C(F)(F)F)ccc2Cl)n(Cc2ccccc2)n1
 : -23	12	4	-1.0	3	5	8	-24	-13
- Cc1csc(=Nc2c(C)n(C)n(-c3ccccc3)c2=O)n1-c1ccccc1
 : 1	-2	3	0.8	-3	0	-3	-2	-6
- Cc1cc(Cl)c2oc(C(=O)N(C)CCCN3CCOCC3)c(C)c2c1
 : 3	6	0	-3.9	0	-6	2	1	-1
- Cc1ccn2c(CNCCCn3cccn3)c(C(=O)N3CCCCCC3)nc2c1
 : 3	12	8	x	-2	-6	10	6	11
- C/C(=N/NC(=O)CNC(=O)c1ccc2c(c1)OCO2)c1ccc2c(c1)CCCC2
 : -1	-6	1	-0.6	2	3	-4	-7	1

Grouped by structure, the entries above with two or more sulfur atoms
Value order – Fam108B inh	GLD-1 RNA inh	Bcl-xL primary	MEX-5 binding	TPT1 inhibitor	PAD4 FP inh	MCL1-BIM inh	PME-1 primary	GSTO1 counter
- Cc1cccc(NC(=S)NC(C)C(c2cccs2)N2CCN(C)CC2)c1C (configuration not stated)
 : 2	7	-2	-1.8	0	1	0	0	3
- CCS(=O)(=O)Nc1cccc(C2=NN(S(=O)(=O)c3ccccc3)C(c3cccs3)C2)c1 (configuration not stated)
 : -2	8	4	2.3	-2	-5	5	13	-3

Next part
Value order – Fam108B inh	GLD-1 RNA inh	Bcl-xL primary	MEX-5 binding	TPT1 inhibitor	PAD4 FP inh	MCL1-BIM inh	PME-1 primary	GSTO1 counter
- CCOC(=O)c1cnc(-c2cccc(OC)c2)[nH]c1=O
 : -1	1	3	-0.5	0	1	2	12	-5
- C=CCNC(=S)NNC(=O)c1ccc2c(c1)OCO2
 : -5	7	2	-1.8	0	0	4	4	4
- O=C(O)CCCCCCCCc1cn(CCc2c[nH]c3ccccc23)nn1
 : 0	9	6	0.6	-1	-2	-2	-3	8
- CCOC(=O)CCn1nc(-c2ccccc2)cc1N
 : 1	-4	-1	3.2	0	-1	-7	-14	-2
- Cc1ccc(N(C)C(=O)C2CCCN2S(=O)(=O)c2cccc3nsnc23)cc1 (configuration not stated)
 : 0	-1	-1	2.5	1	2	3	7	0
- CCCCCCn1c(C(C)O)nc2ccccc21 (configuration not stated)
 : 1	1	3	-0.3	-6	-4	4	5	-2
- COc1ccc(C(=O)Nc2ccc3nc(C)sc3c2)cc1OC
 : -1	4	-9	0.8	4	-4	-5	7	-2
- O=C(Nc1cccn(Cc2c(F)cccc2Cl)c1=O)NC1CCCCC1
 : -2	3	1	-1.2	0	1	4	1	-5
- CCCC(=O)c1cc(F)c(N2CCN(CCC#N)CC2)cc1C
 : 3	2	4	0.1	-5	0	9	-3	8
- CCOc1ccccc1NC(=S)N(CCCN1CCOCC1)Cc1cn(C)c2ccccc12
 : 3	3	3	2.7	2	-1	3	-1	-3
- Clc1ccc(/C=N\Nc2ccccc2)cc1
 : 1	5	2	3.1	-4	0	-1	3	2
- CCCCNC(=O)c1cn(CC)c2cc(N3CCN(C(=O)c4ccco4)CC3)c(F)cc2c1=O
 : 2	3	0	-0.5	1	0	0	-5	-5
- Cc1ccc(S(=O)(=O)/N=C(/Nc2ccc(F)cc2F)c2ccc(F)cc2)cc1
 : -2	5	4	0.5	1	1	5	-8	8
- O=C(Nc1ccccc1)c1ccc(NCCN2C(=O)CCC2=O)c([N+](=O)[O-])c1
 : 1	-4	3	0.5	1	6	-3	-3	-2

Filtered by structure, the entries above containing fluorine
Value order – Fam108B inh	GLD-1 RNA inh	Bcl-xL primary	MEX-5 binding	TPT1 inhibitor	PAD4 FP inh	MCL1-BIM inh	PME-1 primary	GSTO1 counter
- O=C(Cc1cccs1)N1CCC(c2nc3c(nnn3Cc3ccc(F)cc3)c(=O)[nH]2)CC1
 : 3	4	-2	x	0	-2	-3	20	7
- CC(C)(C)c1cc(C(=O)NNc2cc(C(F)(F)F)ccc2Cl)n(Cc2ccccc2)n1
 : -23	12	4	-1.0	3	5	8	-24	-13
- O=C(Nc1cccn(Cc2c(F)cccc2Cl)c1=O)NC1CCCCC1
 : -2	3	1	-1.2	0	1	4	1	-5
- CCCC(=O)c1cc(F)c(N2CCN(CCC#N)CC2)cc1C
 : 3	2	4	0.1	-5	0	9	-3	8
- CCCCNC(=O)c1cn(CC)c2cc(N3CCN(C(=O)c4ccco4)CC3)c(F)cc2c1=O
 : 2	3	0	-0.5	1	0	0	-5	-5
- Cc1ccc(S(=O)(=O)/N=C(/Nc2ccc(F)cc2F)c2ccc(F)cc2)cc1
 : -2	5	4	0.5	1	1	5	-8	8

An excerpt; rates above refer to the full screens.
